# RAD54 branch – inhibitors of human RAD54 branch migration, primary screen, biochemical, fluorescence, single point. RAD54 Holliday junction branch migration, FAM/BHQ fluorescence. inhibition, % at 10.4 µM. hit rate 0.14% among 360,000. AID 602329, 2012;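 active = mean normalized replicate activity at least 40 and at least half of replicates scoring 40 or more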;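 also: 0% = median of neutral control wells and 100% = median of positive control wells; inhibitors cause a drop in the FAM fluorescence signal; in these data hits start at about 50%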
# FN deposition inh – inhibitors of fibronectin matrix deposition, primary screen, AH1F cells, Alexa488-fibronectin fluorescence, plate reader; AH1F fibroblasts, overnight; inhibition, % at 12.6 µM; hit rate 0.086% among 350,000;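 active = mean inhibition across replicates of 30% or more, regardless of how many single replicates reach that level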;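 also: positive control wells lacked labelled fibronectin entirely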
#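 Material: AH1F fibroblasts assembling fluorescent fibronectin matrix; amount: 10000 AH1F cells/well; medium: DMEM, 2% serum; reagent: Alexa488-fibronectin, 24 nM final in well; dosing: single compound dose, delivered by pin transfer; incubation: 1 h adhesion, overnight exposure; detection: fluorescence after three HBSS washes, excitation 485 nm, emission 525 nm; measure: fibronectin deposition inhibition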
# RAD52 anneal inh – RAD52 DNA annealing inhibitors, primary screen, biochemical, FRET, single point, set 2; DNA repair protein RAD52 homolog (Homo sapiens), P43351; recombinant RAD52 DNA annealing, FRET fluorescence; inhibition, % at 18.7 µM; hit rate 0.46% among 360,000; AID 651710, 2012;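 active = every replicate showing at least 50% inhibition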
# EWS-Fli inh – EWS/Fli-driven NR0B1 reporter inhibitors, primary screen, A673 cells, NR0B1 luciferase, luminescence, MLPCN library; viability-normalised; inhibition, % at 12.6 µM; hit rate 0.67% among 350,000; AID 651661, 2012;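 active = mean inhibition of at least 50% after viability correction, with every replicate also passing that limit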;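 also: firefly luciferase signal divided by Alamar Blue viability fluorescence both relative to DMSO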
# S100A4 inh HTS – inhibitors of S100A4-myosin IIA peptide binding, primary screen, biochemical, fluorescence polarization, TAMRA-MyoIIA peptide; inhibition, % at 10.7 µM; hit rate 0.14% among 360,000;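 active = mean inhibition of at least 70% across replicates, with every replicate also reaching that level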
# Target sequence (P26447 whole entry, looked up): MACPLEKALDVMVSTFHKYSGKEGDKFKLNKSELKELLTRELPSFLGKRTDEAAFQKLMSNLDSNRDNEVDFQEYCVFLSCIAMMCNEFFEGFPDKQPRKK
#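 incubation = readout 5 min after mixing, signal stable up to 60 min | system = S100A4 monomer protein | buffer or medium = HEPES pH 7.2 with CaCl2, KCl, NaCl, DTT, Triton | benchmarks = neutral control DMSO, positive control TFP | also added = fluorescent myosin IIA peptide, 5 nM | compound dosing = one concentration per compound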
# esBAF inh – Bmi1 luciferase reporter increase in mESCs, primary screen, esBAF inhibitor project, mouse ES cells, Bmi1 luciferase knock-in, single point | 24 h; 100% = twice the neutral-well signal | AID 602393, 2012 | reporter increase, % at 12.5 µM | hit rate 2% among 350,000; in the data active = activation above about 40%;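 also: 0% = median of the plate's neutral control wells and 100% = double that signal; a rise in the Bmi1 reporter signal indicates esBAF inhibition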
# E-selectin induc – E-selectin induction in HUVECs, primary screen, imaging, HUVEC, immunofluorescence imaging, single point; normalized: neutral wells 0, TNF-alpha wells 100; activation, % at 7.58 µM; hit rate 0.37% among 260,000; AID 686992, 2013;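 active = mean E-selectin-positive cell signal at least 10% of the positive control, reached in at least 60% of replicates, without over 20% cell loss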;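 also: in these data hits start at about 27%; measured in HUVEC primary endothelial cells; signal is the percent of cells scored E-selectin positive by PE staining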
# Target sequence (P16581 whole entry, looked up): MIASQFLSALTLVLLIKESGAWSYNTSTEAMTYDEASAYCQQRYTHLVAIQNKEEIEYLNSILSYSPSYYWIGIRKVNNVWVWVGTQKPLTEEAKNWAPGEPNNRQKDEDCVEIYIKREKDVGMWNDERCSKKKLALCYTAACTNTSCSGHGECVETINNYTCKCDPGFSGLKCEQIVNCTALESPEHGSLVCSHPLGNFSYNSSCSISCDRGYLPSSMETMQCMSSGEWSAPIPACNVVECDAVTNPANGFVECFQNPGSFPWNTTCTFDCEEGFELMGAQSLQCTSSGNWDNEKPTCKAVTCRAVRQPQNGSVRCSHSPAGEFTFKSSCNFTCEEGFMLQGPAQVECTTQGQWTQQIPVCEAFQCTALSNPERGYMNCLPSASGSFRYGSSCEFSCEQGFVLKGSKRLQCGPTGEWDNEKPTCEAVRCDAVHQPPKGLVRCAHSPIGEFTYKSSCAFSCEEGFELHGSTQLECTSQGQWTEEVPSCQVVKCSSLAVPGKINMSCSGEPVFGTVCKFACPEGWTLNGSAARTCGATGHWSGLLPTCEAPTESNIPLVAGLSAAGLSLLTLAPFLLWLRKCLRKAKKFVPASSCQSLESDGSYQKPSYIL
#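 Material: HUVEC primary endothelial cells; Amount: 3,000 cells per well; Dosing: single concentration; Medium: EGM-2 growth medium on 0.1% gelatin-coated wells; Read-out basis: percent E-selectin-positive cells; Signal: immunofluorescence imaging; Control set: TNF-alpha, DMSO.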
# Xi reactivation – activators of inactive X chromosome reactivation, primary screen, imaging, XiGFP fibroblasts, GFP high-content imaging, set 2; hit rate 0.055% among 360,000; XiGFP mouse fibroblasts, % GFP-positive cells imaging, 3 d; cells co-treated with 5-aza-dC sensitizer; scaled so ellipticine positive control = 100%; AID 743238, 2013; activation, % at 7.58 µM;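 active = mean normalized replicate activation at least 10% and every replicate at or above 10%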;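 also: 0% = median of on-plate neutral control wells and 100% = ellipticine 6 µM median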
#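 Assay system: SV40-immortalized XiGFP fibroblast cells, line 68-5-11; buffer or medium: DMEM plus 5-aza-dC sensitizer; compound: one concentration, pinned; timing: compounds 3 days, fix/stain 15 min at room temperature; benchmarks: positive control ellipticine, 6 µM final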
# Numbers without * were called inactive; / = not tested or not shown; & = joins results of further samples.
canonical_smiles | RAD54 branch | FN deposition inh | RAD52 anneal inh | EWS-Fli inh | S100A4 inh HTS | esBAF inh | E-selectin induc | Xi reactivation
O=C(CSc1nnc(NC(=O)C2CC(=O)N(c3ccc(F)cc3)C2)s1)NCc1ccco1 (stereo not given) | 0 | 4 | -17 | -5 | -3 | -6 | / | 0.0
CN(C)S(=O)(=O)c1cccc(COC(=O)c2cc([N+](=O)[O-])ccc2N2CCOCC2)c1 | / | 7 | -5 | -1 | -1 | / | -1.9 | -0.1
CCn1nccc1NC(=O)c1ccc2sc([C@@H]3O[C@H](CO)[C@H](O)[C@H](O)[C@H]3O)nc2c1 | 8 | -1 | -10 | -2 | 6 | -3 | / | 1.1
Cc1cc(C)c(C)c(S(=O)(=O)N2CCSCC2)c1C | -7 | -1 | -10 | -39 | -8 | -6 | 0.1 | 0.0
C[C@@H]1CN([C@H](C)CO)C(=O)Cc2cc(N(C)C)ccc2O[C@H]1CN(C)S(=O)(=O)c1cn(C)cn1 | -15 | -3 | 14 | 5 | 6 | 1 | 3.9 | -0.2
CC(C)NC(=O)N(C)C[C@H]1Oc2ncc(C#Cc3ccncc3)cc2C(=O)N([C@@H](C)CO)C[C@H]1C | 4 | 9 | -6 | -12 | -6 | -4 | 0.2 | 0.0
Cc1nn(CC(=O)OCC(=O)c2ccccc2)c(C)c1[N+](=O)[O-] | 0 | 4 | 7 | -4 | -9 | 1 | -0.4 | 0.0
C[C@H]1CN([C@@H](C)CO)C(=O)c2cc(C#CCN(C)C)cnc2O[C@@H]1CN(C)Cc1ccncc1 | -21 | -1 | 3 | -13 | 4 | 3 | 0.0 | 0.2
CC(CCc1ccccc1)NCC(O)COc1ccccc1 (stereo not given) | / | -3 | -16 | -5 | -8 | / | 0.1 | 0.1
Cc1cccc(OC(=O)c2ccc3c(=O)n4c(nc3c2)CCC4)c1 | -3 | -3 | -11 | -4 | -1 | -2 | / | 0.0
O=C(NNC(=O)C1C2CCC(C2)C1C(=O)O)c1ccc(Cl)cc1 (stereo not given) | / | 5 | -13 | -20 | 3 | / | / | 0.0
CC(=O)c1ccc(S(=O)(=O)Nc2ccccc2C(=O)NC2CC2)cc1 | -3 | -6 | 3 | -13 | 37 | -11 | 0.1 | -1.0
CCOc1ccccc1C(=O)Nc1ccc2c(c1)C(=O)NC2=O | -2 | -3 | -12 | -6 | -3 | 3 | / | 0.1
Cc1ccccc1-c1nc(CS(=O)(=O)CC(=O)NCc2ccccc2)c(C)o1 | 4 | -6 | -9 | -5 | 0 | -4 | -0.4 | 0.5
O=C(C[C@@H]1C[C@@H]2c3cc(NS(=O)(=O)c4ccc(F)cc4)ccc3O[C@@H]2[C@H](CO)O1)N1CCc2ccccc2C1 | -2 | -2&3 | -23&-2 | -1&-1 | 4&12 | 3 | 0.6 | -0.1&0.2
COc1cccc(NC(=O)C(c2ccccc2)N2CCN(CC(=O)N3CCOCC3)CC2)c1 (stereo not given) | -4 | 1 | -14 | 2 | 61 | 7 | 0.0 | 0.0
COc1ccc(-n2c(C)cc(C)c(C(C)=O)c2=S)cc1 | -3 | 8 | -11 | 0 | -22 | / | 2.3 | -0.1
COc1ccccc1N1CCN(C(=O)c2ccc(CSc3ccccc3)cc2)CC1 | -4 | -3 | / | / | / | 6 | / | -0.1
Cc1cccc(C)c1N1C(=O)CC(N2CCSCC2)C1=O (stereo not given) | / | -4 | -18 | 7 | 3 | / | 0.0 | 0.2
CC(=O)N1CCN(C(=O)COc2ccccc2C(=O)Nc2ccccc2)CC1 | 0 | 12 | 0 | -3 | 0 | 3 | 0.3 | 0.0
CN(C)C(=O)C[C@@H]1CC[C@@H]2[C@H](COC[C@@H](O)CN2CC2CC2)O1 | 7 | 0 | -7 | 3 | -3 | 0 | 0.1 | 0.0
O=C(NC12CC3CC(CC(C3)C1)C2)c1ccc([N+](=O)[O-])o1 | 2 | -5 | -10 | 17 | 4 | 5 | -0.2 | 0.3
C[C@H]1CN([C@@H](C)CO)C(=O)c2cc(NC(=O)Nc3ccccc3)ccc2O[C@H]1CN(C)Cc1ccccc1 | -2 | 3 | 8 | 17 | -3 | 0 | 1.7 | 0.0
COC(=O)[C@H](Cc1ccc(O)cc1)NC(=O)Cn1cnc2c(SC)nc(N)nc21 | 2 | -7 | -9 | -4 | 2 | 0 | -0.2 | -0.2
CC(C)N1C(=O)/C(=C\c2nc3ccccc3c(=O)[nH]2)c2ccccc21 | 5 | 1 | 4 | 14 | -9 | -1 | / | -0.1

# (continued)
canonical_smiles | RAD54 branch | FN deposition inh | RAD52 anneal inh | EWS-Fli inh | S100A4 inh HTS | esBAF inh | E-selectin induc | Xi reactivation
Cc1ccc(C(=O)OCC(=O)Nc2ccc(Cl)cn2)s1 | 7 | 7 | -5 | 4 | -1 | -8 | / | -0.1
CCOC(=O)c1cc(-c2ccccc2C)nn1CC1CC(c2ccc(OC)cc2)=NO1 (stereo not given) | 6 | -1 | 6 | -2 | 0 | -3 | 0.3 | 0.5
CSCCC(C(=O)NCc1ccccc1)n1c(-c2ccc3c(c2)CCO3)nc2ccccc21 (stereo not given) | / | 1 | -39 | -7 | -2 | / | 0.4 | 1.0
NC(=O)c1ccc(NC(=O)COC(=O)CCC2CCCCC2)cc1 | 6 | -4 | 8 | 7 | -1 | -2 | / | 0.5
Cc1cc2oc(C(=O)Nc3cccnc3)c(C)c2cc1C | 13 | / | -66 | -68 | 0 | 78* | -0.1 | 0.3
COCCNC(=O)C(=O)N/N=C/c1cccs1 | / | 5 | -13 | 3 | 1 | / | -0.5 | 0.1
Cc1ccccc1NC(=S)NCc1ccc2[nH]c3c(c2c1)CCCC3 | 0 | 7 | 7 | 3 | -8 | 8 | 0.0 | -0.1
Cc1cc(C)c2c(=O)n(CC(=O)N3CCN(c4ccccc4)CC3)ccc2n1 | -7 | 8 | -11 | -7 | 0 | 2 | 0.0 | -0.1
Cc1ccc(S(=O)(=O)N[C@@H]2CC[C@@H](CC(=O)NCc3ccncn3)O[C@@H]2CO)cc1 | -2 | -3 | -1 | -3 | 2 | -4 | 0.2 | 0.0
O=C(N/N=C/c1ccncc1)c1ccccn1 | -2 | -4 | -16 | -33 | 3 | 14 | -0.2 | 0.0
O=C(Nn1c(-c2ccccc2)nc2ccccc2c1=O)c1ccc([N+](=O)[O-])cc1 | -10 | -3 | 12 | -3 | -1 | -4 | / | 0.1
CC(C)C#Cc1ccc2c(c1)O[C@H](CN(C)CC1CC1)[C@H](C)CN([C@H](C)CO)S2(=O)=O | 4 | / | 20 | 15 | 10 | 10 | 0.1 | 0.0
Cc1cc(-c2nnc(SCC(=O)Nc3ccc(Cl)cn3)n2N)n[nH]1 | 1 | 9 | -90 | -7 | 43 | -7 | / | 0.0
Cc1ccc(OC(=O)c2ccncc2)c(C)c1 | -13 | 3 | 1 | 6 | 0 | -3 | / | -0.1
O=C(Cc1ccccc1)N1C[C@H]2[C@@H](c3ccccc31)[C@H](CO)N2C(=O)C1CC1 | -5 | -8 | -8 | 7 | -6 | -2 | 0.0 | 0.2
Cc1noc(C)c1CN1C(=O)c2ccc([N+](=O)[O-])cc2C1=O | -7 | 1 | -17 | 3 | -5 | -1 | 0.7 | 0.1
COc1ccc(Cc2c(-c3ccc(C#N)cc3)nc3c(Cl)cc(C(F)(F)F)cn23)c(C)c1 | / | -2 | -11 | -4 | 0 | / | 4.7 | 0.0
COC(=O)C(C)(C)NC(=O)c1cccs1 | -7 | / | 3 | / | -2 | -5 | / | /
O=C(NCCNC(=O)c1ccc(-c2cc(Cl)ccc2Cl)o1)c1cnccn1 | 5 | 4 | 1 | -1 | 0 | -10 | 0.0 | 0.9
C[C@@H]1CN([C@@H](C)CO)C(=O)c2cc(NS(=O)(=O)c3ccccc3)ccc2O[C@H]1CN(C)Cc1ccc(C(F)(F)F)cc1 | -3 | / | 18 | -8 | -22 | -5 | 0.6 | -1.0
Cn1ncc([N+](=O)[O-])c1C(=O)Nc1cc(Cl)ccc1Cl | 3 | 2 | -7 | -1 | -16 | -7 | 0.0 | 0.0
CCC(C)N(Cc1ccc(OC)cc1OC)S(=O)(=O)c1cc(Br)ccc1Br (stereo not given) | / | -6 | -10 | 5 | -4 | / | -1.7 | 0.1
CCC(=O)NCCc1nc2cc(NC(=O)c3ccccc3Cl)ccc2n1C | -9 | / | 5 | -77 | -2 | 24 | / | 0.0
Cc1ccc(S(=O)(=O)N[C@@H]2CC[C@@H](CCNC(=O)CN3CCOCC3)O[C@@H]2CO)cc1 | 6 | / | -24 | -45 | 2 | -4 | -0.5 | 1.3
COc1ccc2c3c([nH]c2c1)[C@@H](CO)N(Cc1cccnc1)CC31CCN(C(=O)CN(C)C)CC1 | / | 2 | 5 | -1 | -10 | / | -0.1 | 0.2

# Fetched by compound from the list above (4):
canonical_smiles | RAD54 branch | FN deposition inh | RAD52 anneal inh | EWS-Fli inh | S100A4 inh HTS | esBAF inh | E-selectin induc | Xi reactivation
CCOc1ccccc1C(=O)Nc1ccc2c(c1)C(=O)NC2=O | -2 | -3 | -12 | -6 | -3 | 3 | / | 0.1
CC(C)NC(=O)N(C)C[C@H]1Oc2ncc(C#Cc3ccncc3)cc2C(=O)N([C@@H](C)CO)C[C@H]1C | 4 | 9 | -6 | -12 | -6 | -4 | 0.2 | 0.0
O=C(NC12CC3CC(CC(C3)C1)C2)c1ccc([N+](=O)[O-])o1 | 2 | -5 | -10 | 17 | 4 | 5 | -0.2 | 0.3
C[C@@H]1CN([C@@H](C)CO)C(=O)c2cc(NS(=O)(=O)c3ccccc3)ccc2O[C@H]1CN(C)Cc1ccc(C(F)(F)F)cc1 | -3 | / | 18 | -8 | -22 | -5 | 0.6 | -1.0

# Carrying on.
molecule	RAD54 branch	FN deposition inh	RAD52 anneal inh	EWS-Fli inh	S100A4 inh HTS	esBAF inh	E-selectin induc	Xi reactivation
COc1cccc(NC(=O)N[C@@H]2CC[C@@H](CC(=O)NCc3ccccn3)O[C@H]2CO)c1	-11	3	-7	2	4	-1	0.0	0.0
COc1ccc(C(=O)NNC(=O)Nc2ccc(Cl)cc2)cc1	/	-16	-22	0	-7	/	/	0.0
COc1ccccc1NC(=O)NCCN1CCNC1=O	0	3	-11	-8	-8	-4	0.4	0.0
CCOc1ccc(CCN2C(=S)N([C@@H](Cc3ccc(O)cc3)CN3CCC[C@@H]3CN3C(=S)NC[C@@H]3Cc3ccccc3)C[C@@H]2Cc2ccc(O)cc2)cc1	2	-2	-9	20	1	-1	0.0	-0.1
O=C(CCC1CCCN(Cc2cccc(Cl)c2)C1)NCc1ccccc1F (stereo not given)	-5	1	-8	14	-6	0	-0.1	-0.3
CO[C@H]1CN(C)C(=O)c2cc(NS(=O)(=O)c3ccc(Cl)cc3)ccc2OC[C@@H](C)N(C)C[C@@H]1C	-2	2	-3	-1	10	1	0.0	0.1
